# Screening results as filed in PubChem BioAssay.
# TNF death inh: blocks TNF-alpha induced death of Jurkat FADD-/- cells. Jurkat FADD-/- TNF necroptosis rescue, ATP luminescence, 24 h; 0 = TNF only, 100 = no-TNF cells. activation (protection from cell death), % at 10 µM. 0.068% of 220,000 active. AID 463075;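 active means activation, meaning protection from cell death, of at least 50% relative to plate controls; inactive means activation below 50%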;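 further: necroptosis triggered by 40 ng/mL TNF-alpha added together with compound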
# Wee1 degr inh: human Wee1 degradation inhibition, primary screen; P30291; HeLa Luc-Wee1K328M stability, luciferase luminescence; 100% = proteasome inhibitor MG132 effect; reporter increase, % at 5 µM; 1.2% of 220,000 active; AID 1321;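 active means activation above the mean of all tested compounds plus 3 SD, set per screening run, cut at about 8.8% in these data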;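 further: cells exposed to compound for 20 h before luminescence read; 0% = DMSO alone and 100% = MG132 at 30 µM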
# Target sequence (P30291 whole entry K328M): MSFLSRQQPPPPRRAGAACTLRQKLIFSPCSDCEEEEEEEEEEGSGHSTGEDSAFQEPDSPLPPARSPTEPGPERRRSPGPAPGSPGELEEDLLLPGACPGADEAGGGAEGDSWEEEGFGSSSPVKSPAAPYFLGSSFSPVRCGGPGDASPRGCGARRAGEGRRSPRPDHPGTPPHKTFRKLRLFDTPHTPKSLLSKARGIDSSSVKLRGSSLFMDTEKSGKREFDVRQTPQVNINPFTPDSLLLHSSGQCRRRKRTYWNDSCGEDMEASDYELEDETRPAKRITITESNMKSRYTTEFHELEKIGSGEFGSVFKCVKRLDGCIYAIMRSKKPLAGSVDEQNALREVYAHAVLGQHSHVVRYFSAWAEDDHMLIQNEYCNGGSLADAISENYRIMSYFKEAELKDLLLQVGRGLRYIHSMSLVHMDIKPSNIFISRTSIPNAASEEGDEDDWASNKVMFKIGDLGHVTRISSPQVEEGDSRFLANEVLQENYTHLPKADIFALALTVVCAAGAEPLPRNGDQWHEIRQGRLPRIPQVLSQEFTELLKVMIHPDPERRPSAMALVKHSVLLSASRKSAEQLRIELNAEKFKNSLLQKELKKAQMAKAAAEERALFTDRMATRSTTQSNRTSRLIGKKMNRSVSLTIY
# Ba/F3 V617F tox: lowers viability of Ba/F3 cells expressing EpoR and JAK2V617F | 1.1% of 220,000 active | AID 1446 | inhibition, % at 5.6 µM | ATP luminescence;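 active means inhibition above the campaign mean plus 3 SD over all tested compounds, cut at about 24% in these data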;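 further: cytokine-independent growth of Ba/F3 cells driven by EpoR plus mutant JAK2; 0% = DMSO-treated cells and 100% = JAK inhibitor I control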
# BaF3 parental: parental Ba/F3 viability inhibition as JAK2V617F counter-screen | CellTiter-Glo ATP luminescence | inhibition, % at 5.6 µM | 1.1% of 220,000 active | AID 1486;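 active means inhibition above a per-campaign cutoff, the mean inhibition of all tested compounds plus 3 SD, cut at about 27% in these data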;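 further: 0% = DMSO wells and 100% = JAK Inhibitor I control wells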
# CHOP inh: blocks CHOP induction under ER stress; CHO-K1 CHOP-promoter luciferase, tunicamycin-induced, 15-18 h; inhibition, % at 10 µM; 3.8% of 220,000 active;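 active means compounds that reduced the stress-induced luciferase reporter signal by more than about 70% of percent inhibition, limit read from the data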;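 further: 0% = tunicamycin plus vehicle and 100% = wells without tunicamycin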
# PPC-1+TRAIL kill: PPC-1 cancer cell killing with TRAIL present; PPC-1 cells + TRAIL, ATPLite viability luminescence; cell killing (% activity), % at 4 µM; 0.41% of 220,000 active;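 active means cell killing above 50% in the first pass at 4 µM, then a duplicate retest at 5 µM averaging 50% or more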;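 further: plate controls were cells with TRAIL plus DMSO for no effect and medium-only wells lacking cells for full effect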
# RBBP9 inhibitor: human RBBP9 hydrolase inhibition; recombinant RBBP9, FP-Rh probe fluorescence polarization; 0.2% of 220,000 active; inhibition, % at 7.94 µM; O75884; AID 1515;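 active means inhibition above the campaign mean of all tested compounds plus 3 SD, cut at about 14% in these data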;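 further: plate controls were DMSO wells with RBBP9 for no effect and wells lacking RBBP9 protein for full effect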
# Target sequence (O75884 whole entry, looked up): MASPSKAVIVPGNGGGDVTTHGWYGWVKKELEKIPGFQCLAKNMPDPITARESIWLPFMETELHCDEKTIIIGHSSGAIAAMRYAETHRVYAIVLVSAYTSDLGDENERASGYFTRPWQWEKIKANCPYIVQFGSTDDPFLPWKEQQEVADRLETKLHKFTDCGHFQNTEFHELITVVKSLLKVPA
#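 Controls: DMSO-treated enzyme wells and wells lacking RBBP9 | Material: RBBP9 protein | Technique: Fluorescence polarization | Replication: Single well per compound, no replicates | Buffer or medium: Tris-NaCl-Pluronic buffer, pH 8.0 | Timing: 30 min compound preincubation, 45 min probe labeling, 25 °C | Read-out basis: Percent inhibition from mP, scaled between DMSO and no-protein wells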
# TRPN1 ag: activates the zebrafish TRPN1 channel; HEK293 zebrafish TRPN1-YFP, Fluo-8 calcium fluorescence; 100% = response to 87 µM carbachol; AID 1424; 0.18% of 220,000 active; activation, % at 3 µM;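 active means activation above its plate's cutoff, the mean activation of test wells on that plate plus 3 SD, cut at about 19% in these data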;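 further: 0% = DMSO alone and 100% = 87 µM carbachol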
#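 Material – zebrafish TRPN1-YFP in HEK293 cells · Doses – 3 µM single point · Schedule – dye 1 h 37 °C plus 30 min RT · Signal – Fluo-8 calcium fluorescence, excitation 470-495 nm, emission 515-575 nm · Read-out – % activation versus carbachol response · Control set – carbachol high, DMSO low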
# TRPML3 agonist: activates the human TRPML3 channel; HEK293 TRPML3-YFP, Fluo-8 calcium fluorescence; 100% = the carbachol control signal; activation, % at 3 µM; 0.29% of 220,000 active; AID 1448;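 active means activation above its plate's cutoff, the mean activation of the plate's test wells plus 3 SD, cut at about 12% in these data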;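 further: 0% = DMSO only wells and 100% = carbachol wells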
#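 Test system: TRPML3-YFP stable HEK293 cells. Doses: single point at 3 µM. Incubation: dye loading 1 h 37 °C then 30 min ambient, 125 s read. Signal: Fluo-8 calcium dye fluorescence, ex 470-495, em 515-575 nm. Measure: percent activation from peak-to-basal fluorescence ratio, scaled between DMSO and carbachol.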
# Starred values were filed as active, the others as inactive; . = not tested or not shown.
No.	SMILES	TNF death inh	Wee1 degr inh	Ba/F3 V617F tox	BaF3 parental	CHOP inh	PPC-1+TRAIL kill	RBBP9 inhibitor	TRPN1 ag	TRPML3 agonist
1	CC1(C)CC(=O)C2=C(C1)N1C(=C(C#N)C2c2ccc(Cl)cc2)N=C(N)c2ccccc21 (stereo not given)	-24	1	-4	1	5	-4	-1	-1.0	-1.0
2	COc1ccc(-c2ncc3ccccn23)cc1OC	-6.7	-1	4	9	-13	14	4	0.3	0.3
3	O=C(O)CCCNC(=O)/C(=C\c1ccc(Cl)cc1)NC(=O)c1ccc(Br)cc1	0.1	1	2	10	-11	15	-6	1.7	0.1
4	Cc1ccc(N2CCN(C(=O)CCc3nc4ccccc4[nH]3)CC2)c(C)c1	-4.9	0	0	3	56	8	-6	1.0	-0.1
5	COCCN(CCOC)C(=O)C12CCC(C)(C(=O)C1)C2(C)C (stereo not given)	0.1	-2	0	0	-13	-4	-7	-0.5	0.5
6	CCCCCCN(C(=O)CCCCCN1C(=O)NC(c2ccc(-c3ccccc3)cc2)C(C(=O)OCc2ccccc2)=C1C)C(C)C(=O)NCCCC (stereo not given)	1.5	-4	-2	-1	16	18	1	0.5	-0.1
7	COC(=O)c1ccccc1NC(=O)Cn1c(=O)n(Cc2ccccc2)c(=O)c2c(C)c(C)sc21	2.1	5	-2	4	67	6	-2	1.4	1.0
8	NC(N)=NC1=NC(=O)/C(=C/c2ccccc2-n2cccn2)S1	-1.4	0	2	4	5	9	-4	0.9	0.8
9	Cc1cc(/C=N\NC(=O)CC(=O)NC2CCCCC2)c(C)n1-c1ccc(Cl)c(Cl)c1	-4.8	-1	1	8	9	-3	-8	0.0	-0.6
10	CCOc1ccc(N(CC(=O)NC(C)CC)S(C)(=O)=O)cc1 (stereo not given)	-0.1	-1	-5	0	20	22	-3	-0.5	0.8
11	CC(C)N(C)CCOC(=O)c1ccccc1Cl	1.0	3	2	4	26	8	-3	2.7	0.8
12	O=S(=O)(O)c1nc2ccccc2n1CCOc1ccccc1	0.7	-4	0	0	13	26	-6	-1.4	-0.5
13	COCCOC(=O)C1=C(N)Oc2c(oc(CO)cc2=O)C1c1c(F)cccc1Cl (stereo not given)	-0.3	0	0	8	11	11	-7	0.7	0.5
14	Cc1ccc(C)c(NC(=O)COC(=O)CNC(=O)c2ccccc2Cl)c1	-0.3	-1	-3	2	12	7	4	-1.3	0.2
15	COc1ccc(S(=O)(=O)NCCc2cn3cccc(C)c3n2)cc1OC	0.4	1	-3	0	37	-6	-1	1.5	1.2
16	CCOc1ccc2ccccc2c1C(=O)N1CCN(c2ccccc2)CC1	-5.7	0	46*	42*	.	12	-2	-1.1	-1.0
17	Cc1ccc2c(c1)c1c(n2CC(O)CN2CCC(C)CC2)CCCC1 (stereo not given)	3.8	2	2	8	-5	23	-3	2.8	-0.7
18	CCNc1nc(NC(C)CC)nc(ON=C(C)C)n1 (stereo not given)	-0.3	-3	6	7	6	11	0	0.0	-0.2
19	CCOC(=O)C1=C(C)N(C)C(=S)NC1c1ccc(Cl)cc1Cl (stereo not given)	1.3	8	0	5	25	12	5	-2.9	-0.4
20	COc1ccc(CCNC(=O)C2CC(c3c(Cl)cccc3Cl)=NO2)cc1 (stereo not given)	-2.4	-4	2	3	31	-13	-6	-1.8	-0.5
21	COc1ccc2c(c1)O[C@H](c1ccc3c(c1)OCO3)[C@@H](OC(=O)N[C@H]1CCCc3ccccc31)C2=O	-0.3	4	2	9	21	9	-5	0.7	0.3
22	CN(C(=O)COC(=O)c1ccc[nH]c1=O)C1CCCCC1	0.3	-3	1	5	-8	20	-10	2.9	0.8
23	CC(=O)c1cccc(N2Cc3ccccc3C2=NC(=O)CCl)c1	0.9	-2	1	11	-6	34	-9	0.7	0.0
24	Cc1ccc(NC(=O)CSc2nc3[nH]ncc3c(=O)[nH]2)c(C)c1	-1.0	1	3	7	4	-12	-5	0.0	-0.2
25	N#CC(c1ccccc1)N(CCCCl)C(=O)c1ccccc1 (stereo not given)	0.5	1	-2	-2	-10	5	7	0.1	0.0

# Part of the list above in a different format.
10: CCOc1ccc(N(CC(=O)NC(C)CC)S(C)(=O)=O)cc1 (stereo not given)
11: CC(C)N(C)CCOC(=O)c1ccccc1Cl
13: COCCOC(=O)C1=C(N)Oc2c(oc(CO)cc2=O)C1c1c(F)cccc1Cl (stereo not given)
compound no. | 10 | 11 | 13
TNF death inh | -0.1 | 1.0 | -0.3
Wee1 degr inh | -1 | 3 | 0
Ba/F3 V617F tox | -5 | 2 | 0
BaF3 parental | 0 | 4 | 8
CHOP inh | 20 | 26 | 11
PPC-1+TRAIL kill | 22 | 8 | 11
RBBP9 inhibitor | -3 | -3 | -7
TRPN1 ag | -0.5 | 2.7 | 0.7
TRPML3 agonist | 0.8 | 0.8 | 0.5

# (more compounds)
No.	SMILES	TNF death inh	Wee1 degr inh	Ba/F3 V617F tox	BaF3 parental	CHOP inh	PPC-1+TRAIL kill	RBBP9 inhibitor	TRPN1 ag	TRPML3 agonist
26	COc1ccc2nc(NC(=O)C3CCCN(S(=O)(=O)c4cccs4)C3)sc2c1 (stereo not given)	2.8	0	-5	-1	96*	-3	-8	-0.7	-0.4
27	Cc1cccc(C(=O)Nc2nnc(COc3ccccc3)s2)c1	2.4	0	3	5	1	8	-9	0.2	0.3
28	COCCN1Cc2cccc(C(=O)Nc3ccc(S(=O)(=O)N4CCCCCC4)cc3)c2C1=O	2.2	-3	-2	-3	1	1	-8	-0.2	-0.5
29	CSc1n[nH]c2nc3c(c(=O)n12)C1(CCCCC1)Cc1ccccc1-3	0.6	-3	-4	4	6	-7	-4	0.5	0.0
30	CCCCN(C(=O)CN1C(=O)C2CC=CCC2C1=O)c1c(N)n(CCC)c(=O)[nH]c1=O (stereo not given)	-0.2	-2	-6	2	-15	3	-6	1.1	0.0
31	O=C(O)C1CCN(C(=O)CCc2ccccc2)CC1	1.0	-1	-5	1	8	13	-10	0.9	0.0
32	CCOc1ccccc1Nc1nnc(SCc2ccc(C(=O)OC)o2)s1	-4.5	-3	-2	3	29	-10	-10	-2.8	-1.4
33	Cc1ccc(CN2CCN(CCCc3ccccc3)CC2CCO)cc1 (stereo not given)	2.2	2	-1	5	-1	16	3	-1.5	0.7
34	CN1C(=S)SC2CS(=O)(=O)CC21 (stereo not given)	3.0	-4	-2	-4	-2	9	-3	2.1	0.5
35	O=C(CCCc1nc2ccccc2s1)NCc1ccc(F)cc1	0.7	6	1	22	-2	32	3	-1.2	0.0
36	CC(C)S(=O)(=O)N1CCN(c2ccnc3cc(Cl)ccc23)CC1	5.5	-1	-3	3	16	1	6	1.0	0.7
37	C/C(=N\NC(=O)c1cc(-c2cccnc2)nc2ccccc12)c1ccccc1O	-15	-1	-1	6	35	29	-3	-0.3	0.7
38	COc1cc(C)c2c(c1C=O)Oc1c(c(C)c(O)c3c1C(O)OC3=O)OC2=O (stereo not given)	0.2	-2	3	-7	7	-11	-3	-0.2	0.5
39	COc1ccccc1OCCCn1c(=O)oc2ccc(C)cc21	-3.1	-3	0	4	2	3	-6	-2.2	-1.0
40	CCC(c1nc2ccccc2c(=O)n1-c1cccnc1)N1C(=O)c2ccccc2C1=O (stereo not given)	-0.6	-1	-3	5	-9	5	-11	0.3	0.6
41	CC(=O)Nc1cccc(Oc2cc(C#N)c(C#N)cc2N2CCOCC2)c1	-3.0	-3	1	2	-50	-4	-9	-1.0	0.3
42	Cc1occc1-c1n[nH]c(=S)n1CC(C)C	-0.1	6	0	4	14	6	-2	-0.9	0.3
43	CCc1ccccc1NC1=CC(=O)CC(C)(C)C1	-0.1	1	3	2	6	5	-6	-0.7	0.4
44	O=C(O)CCC(=O)Nc1ccc(Br)c(Cl)c1	-0.2	3	3	9	12	-10	-6	-0.4	-0.3
45	O=C(NC1CCN(S(=O)(=O)c2ccccc2)CC1)C1CCCCC1	0.3	1	0	6	12	26	-3	0.3	0.1
46	Cc1csc(NC(=O)CSCC(=O)O)c1-c1nc2ccccc2s1	2.8	0	0	3	3	4	-3	1.2	0.3
47	C=C(C)CNC(=O)CCc1nnc(C2(c3ccc(Cl)cc3)CCC2)o1	0.1	3	0	7	5	-5	-4	-0.5	0.8
48	O=C(Nc1cccc(C(F)(F)F)c1)c1cc(-c2cccs2)on1	-0.7	1	-5	-3	29	-1	-2	-0.4	0.4
49	COc1ccc(C(=O)NC(=S)NCc2ccccc2)cc1	-1.8	1	-4	1	19	-6	-9	-1.2	-0.7
50	Cc1onc(-c2c(F)cccc2Cl)c1C(O)c1ccc(F)cc1 (stereo not given)	4.8	-1	1	-1	7	4	5	-0.1	0.7
51	CCCCn1c(NCCC)nc2c1c(=O)[nH]c(=O)n2C	-2.3	0	3	8	14	15	-6	2.2	-0.6
52	COc1cccc(CNC(=O)Cn2cc3c(n2)CCCC3)c1	-0.6	6	0	6	24	25	-6	1.0	0.1
53	COC(=O)c1cn(NC(=O)c2cccc(N(C)C)c2)c(=O)c2ccccc12	1.1	0	-3	-1	23	-3	-4	0.5	2.2
54	Cc1sc(NC(=O)CSc2nnnn2C(C)C)c(C#N)c1C	3.5	3	1	-1	17	3	7	1.7	-0.1
55	CC1(C)CC(=O)CC(=NCC(=O)O)C1	0.5	3	4	10	21	26	-9	2.0	0.4
56	O=C(O)CCc1ccc(-c2ccc(Cl)cc2)o1	0.5	-1	-2	2	-12	-13	-3	1.3	0.6
57	COc1ccc(C(=O)COC(=O)CCCn2c(=O)oc3ccccc32)cc1	-1.3	0	0	6	.	.	4	1.8	0.6
58	COc1ccccc1CNC(=O)CSc1ccc(C(=O)Nc2ccccc2OC)cc1[N+](=O)[O-]	4.2	4	1	9	32	26	-1	0.2	0.3
59	CC(=O)Nc1ccc(S(=O)(=O)N(C2=NCC(C)S2)c2ccccc2)cc1 (stereo not given)	-4.1	-2	-3	2	-6	31	0	-0.1	1.0
60	C[N+]1=C2CCCCCN2C(O)(c2ccccc2)C1 (stereo not given)	0.9	-1	-4	2	10	14	-6	-0.2	0.3
61	O=C(CSc1nnc(-c2ccco2)o1)c1ccccc1	16	-2	-2	3	16	13	-2	-0.1	0.2
62	OCCC1CN(CC#Cc2ccccc2)CCN1C1CCCC1 (stereo not given)	0.8	-1	2	-1	8	-11	-10	-0.3	0.6
63	COc1cc(NC(=O)c2ccccc2F)c(OC)cc1NC(=O)CN1CCOCC1	2.4	5	-2	3	23	7	1	0.6	0.6
64	COc1ccc(OC)c(NC(=S)N2CCN(C/C=C/c3ccccc3)CC2)c1	-1.4	-1	-2	2	-7	25	3	-0.3	0.3
65	CCn1c(O)c(C=NCCN2CCOCC2)sc1=S	-0.3	-2	7	8	-4	-8	-6	0.5	0.5
